# Assay outcomes (PubChem)
# Chronic BCR inh: chronic active BCR signaling inhibition; ABC-DLBCL IkBa-CBG/CBR reporter, luminescence ratio, 4 h; Potency, µM (titrated, usually from 46.1 µM), for inactives: top-dose ratio change, negative = lower green/red ratio, most hits filed as inhibitors; 340,000 compounds, 0.05% hits; AID 493014; active means well fitted inhibition curve with a large enough effect in the signal ratio, with a control signal flat, not every such curve was filed as active; inconclusive means small, poorly fitted or top-dose-only effect, or effect the other way, or a change in a side signal; the % refers to the signal ratio;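 further: potency means the concentration at half of the fitted maximal effect; plate controls were basal doxycycline-induced cells for no effect and cells given 10 µM MG132 for full effect; MG132 reads +100%, hits lower the ratio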
#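 Doxycycline induced both beetle luciferases in TMD8 lymphoma cells; IKK-driven degradation limits the IkappaBalpha-fused green signal, while red luminescence normalises for cell number and nonspecific effects. Compounds tested up to 46 uM, 4 hrs.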
# Eya2 phos inh: inhibitors of human Eya2 phosphatase activity; recombinant Eya2, OMFP fluorescence dephosphorylation (OMFP is methylfluorescein phosphate); Potency, µM (top dose mostly 76.9 µM), without a hit: top-dose activity, negative = inhibition, most hits filed as inhibitors; 330,000 compounds, 0.006% hits; further: potency means the concentration at half of the fitted maximal effect; on the % scale 0 is the no-effect control and ±100 the full control effect
# Target sequence (O00167 whole entry, looked up): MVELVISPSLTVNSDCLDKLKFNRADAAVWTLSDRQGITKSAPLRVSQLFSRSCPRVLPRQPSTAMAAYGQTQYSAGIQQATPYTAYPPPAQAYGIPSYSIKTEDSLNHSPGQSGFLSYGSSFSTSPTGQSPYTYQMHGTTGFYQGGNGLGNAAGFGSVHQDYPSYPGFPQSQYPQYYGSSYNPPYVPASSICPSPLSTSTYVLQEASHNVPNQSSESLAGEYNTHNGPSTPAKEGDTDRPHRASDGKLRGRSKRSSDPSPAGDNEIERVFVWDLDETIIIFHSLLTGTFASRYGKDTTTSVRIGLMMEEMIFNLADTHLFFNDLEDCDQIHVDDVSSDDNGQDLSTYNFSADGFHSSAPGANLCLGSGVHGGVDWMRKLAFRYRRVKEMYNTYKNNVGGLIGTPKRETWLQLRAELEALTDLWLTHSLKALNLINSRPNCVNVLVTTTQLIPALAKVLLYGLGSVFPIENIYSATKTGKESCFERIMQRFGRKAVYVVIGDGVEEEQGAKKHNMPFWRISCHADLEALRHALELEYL
#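 Eya2 protein (added as 0.2 uM solution) was preincubated with compound for 10 min at ambient temperature in 50 mM HEPES pH 7.5, 50 mM NaCl, 5 uM MgCl2, 0.05% BSA, 1 mM DTT. OMFP (added at 50 uM) then reacted 10 min; fluorescence read at 485/525 nm.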
# TSHR antag: antagonists of human thyroid stimulating hormone receptor; P16473; TSHR-expressing cells, TSH-stimulated cAMP HTRF, 2 h; active compounds read low; activity change, negative = inhibition, % at 11.5 µM; 330,000 compounds, 0.2% hits;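 active means activity change below a set negative limit, meaning inhibition stronger than a set level, cut at about -70% in these data; inconclusive means activity change between two set negative limits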; further: on the % scale 0 is the no-effect control and ±100 the full control effect
#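 Antagonism was scored as loss of TSH-driven cAMP in TSHR cells, stimulated with 4nM TSH (EC80) for 2 hours at 37 deg C and detected by homogeneous HTRF competition immunoassay.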
# Integrin act MD: activators of alpha7 integrin expression for muscular dystrophy; alpha7betagal myoblasts, beta-gal FDG fluorescence, 48 h; Potency, µM (highest dose often 38.3 µM), inactives show top-dose activation, most hits filed as activators; 350,000 compounds, 0.064% hits; AID 624291;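 further: potency means the concentration at half of the fitted maximal effect; 100% = response of the positive control SU9516; nearly all actives have a fitted effect of over 60% in size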
#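 Alpha7betagal+/- myoblasts (passage 13) were plated 16-24 hr, then exposed to compounds (1:260 dilution of DMSO stock) for 48 hours at 37C. After MPER lysis, β-galactosidase reporter activity was read as FDG fluorescence (ex 480/em 540) after 30 minutes.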
# TCR act: T cell receptor activation. Potency, µM (top dose mostly 9.22 µM), for the others: at the top dose activation of IL-2 secretion, actives largely listed as activators. primary human leukocytes, anti-CD3, IL-2 HTRF, 48 h. AID 504894. 330,000 tested, under 10 active; further: % of control where 0% means no effect
#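 IL-2 produced over 48 hr by a-CD3 bead-stimulated primary human leukocytes exposed to compounds was detected with a homogeneous time-resolved FRET immunoassay, 665nm acceptor signal after 320nm excitation.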
# S-ASM inh: human S-ASM enzyme inhibition | placental ASM, HMU-PC fluorogenic substrate, 60 min | P17405 | 340,000 compounds, 0.006% hits | Potency, µM (titrated, usually from 57.5 µM), inactives show at the highest dose activity change, negative = inhibition, hits mostly inhibitors; further: potency means the concentration at half of the fitted maximal effect
#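 Human placenta-derived ASM preincubated with compound 10 min at room temperature, then reacted with 9 uM (final) fluorogenic HMU-PC substrate for 60 min at 37 C. Stop solution raises pH to 10; fluorescence read at Ex 386/Em 447 nm.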
# Tb PFK inh: inhibitors of T. brucei phosphofructokinase. 330,000 compounds, 0.17% hits. O15648. T. brucei PFK, ADP-Glo luminescence. Potency, µM (doses to about 57.5 µM), inactives show at the top dose activity, negative = inhibition, usual class: inhibitors;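 further: potency means the concentration at half of the fitted maximal effect; 0% = uninhibited 1x PFK enzyme wells and -100% = no-enzyme wells; nearly all actives have a fitted effect of over 60% in size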
# Target sequence (O15648 whole entry, looked up): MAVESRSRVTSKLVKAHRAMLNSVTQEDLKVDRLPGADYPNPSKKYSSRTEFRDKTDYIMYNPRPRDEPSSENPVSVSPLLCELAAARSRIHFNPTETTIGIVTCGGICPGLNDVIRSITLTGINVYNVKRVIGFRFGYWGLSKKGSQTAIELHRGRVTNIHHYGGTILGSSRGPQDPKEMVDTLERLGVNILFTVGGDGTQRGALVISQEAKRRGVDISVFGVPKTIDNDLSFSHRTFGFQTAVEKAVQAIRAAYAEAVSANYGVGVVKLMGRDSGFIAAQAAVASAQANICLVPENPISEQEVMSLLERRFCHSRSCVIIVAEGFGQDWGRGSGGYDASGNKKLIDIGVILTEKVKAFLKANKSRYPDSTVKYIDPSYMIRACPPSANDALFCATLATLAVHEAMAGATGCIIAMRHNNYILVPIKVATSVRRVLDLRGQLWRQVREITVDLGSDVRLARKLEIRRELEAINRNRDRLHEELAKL
#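 Luminescent ADP detection (ADP-Glo, two-step: ATP depletion then ADP-to-ATP conversion for luciferase) reported PFK activity after 45 min room-temperature reaction of 1.25 nM enzyme with 0.5 mM F6P and 0.1 mM ATP at pH 8.0.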
# ELG1 repair inh: ELG1-dependent DNA repair inhibition; Potency, µM (series often up to 46.1 µM), for inactives: at the top dose activity change, negative = inhibition, hits mostly inhibitors; 330,000 compounds, 2.3% hits; HEK293T ELG1-luciferase reporter, luminescence, 16 h; DNA damage induced by 5-fluorouridine; further: potency means the concentration at half of the fitted maximal effect; on the % scale 0 is the no-effect control and ±100 the full control effect; nearly all actives have a fitted effect of over 55% in size
#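 In this reporter screen, reduction of luminescence relative to DMSO vehicle indicated activity. Compounds and 5-fluorouridine were added together to 2,000 cells per well, incubated for 16 hr at 37 °C, then developed with ONE-Glo.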
# AT treatment: potential ataxia-telangiectasia treatment; […] A-T fibroblasts, KAP-1 phosphorylation AlphaLISA; neocarzinostatin DNA damage 30 min before lysis; 320,000 compounds, 0.19% hits; Potency, µM (series often up to 57.5 µM), for the others: at the top dose activation, most hits filed as activators; further: potency means the concentration at half of the fitted maximal effect; % of control where 0% means no effect; nearly all actives have a fitted effect of over 45% in size
#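 hTERT-immortalized A-T patient fibroblasts ([…]), 500 cells/well in OPTI-MEM, 1% FBS, got compounds for 60 min, then NCS for 30 min at 37C. Lysates were then assayed for phospho-KAP-1 by AlphaLISA (anti-pKAP1 donor, anti-KAP1 acceptor beads), 6 hr at 25C.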
# PTAP TSG101 blk: blocks PTAP/TSG101 interaction to inhibit HIV-1 budding | Fluorescence polarization, FITC-PTAP peptide / Tsg101 binding | Potency, µM (titrated, usually from 115 µM), for the others: at the highest dose activity change, negative = inhibition, most hits filed as inhibitors | 340,000 tested, under 10 active | AID 493005; active means well fitted inhibition curve with a large enough effect in the main read-out, with a control signal flat, not every such curve was filed as active; inconclusive means small, poorly fitted or top-dose-only effect, or effect the other way, or a change in a side signal; inactive means no such curve, though single readings can be large or run the other way; further: potency means the concentration at half of the fitted maximal effect; % of control where 0% means no effect
#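 Fluorescence polarization binding of Tsg101 binding domain (10 uM final) to FITC-labeled PTAP peptide (50 nM final) in HEPES pH 7.5 buffer with NaCl, Tween 20, EDTA, TCEP. Compounds added before peptide; binding 20 min at RT.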
# Mito fusion yeast: mitochondrial division inhibition or fusion activation; S. cerevisiae fusion-defective mutant growth rescue, CellTiterGlo 48 h; Potency, µM (doses to about 46.1 µM), for the others: top-dose growth rescue (activation), most hits filed as activators; 320,000 compounds, 0.23% hits; AID 485298;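 further: potency means the concentration at half of the fitted maximal effect; % of control where 0% means no effect; nearly all actives have a fitted effect of over 45% in size; temperature-sensitive fusion mutants such as fzo1-1 at 37 °C on non-fermentable ethanol glycerol medium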
#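 S. cerevisiae fusion-defective temperature-sensitive mutants (e.g. fzo1-1, mgm1-5) grown 48 h at 37C in YPEG (ethanol/glycerol non-fermentable) medium with 23 nl compound per well; growth rescue read as CellTiterGlo luminescence.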
# Starred values were filed as active, the others as inactive; ? = inconclusive; nt = not tested or not shown; [ ] = another dose, or the depositor's remark. Unless noted, the call rests on the fitted dose curve; in most records, active means well fitted curve in the direction sought with a large enough effect; inconclusive means small, poorly fitted or top-dose-only effect, or another doubt; inactive means no such curve, though single readings can be large; an effect the other way counts as inactive or inconclusive.
SMILES,Chronic BCR inh,Eya2 phos inh,TSHR antag,Integrin act MD,TCR act,S-ASM inh,Tb PFK inh,ELG1 repair inh,AT treatment,PTAP TSG101 blk,Mito fusion yeast
O=C(NCCCO)/C(=C\c1cn(-c2ccccc2)nc1-c1cccnc1)NC(=O)c1ccccc1,?,2%,-1,?,0%[46.1 µM],-2%,-2%,?,7%,-3%,-5%
COc1ccc(C2CC(c3cccs3)=NN2S(C)(=O)=O)cc1OC (configuration not stated),?,0%,22,?,1%,3%,0%,-1%,4%,0%,0%
COc1cc(Cl)c(C)cc1NC(=O)COC(=O)CCc1nc2ccccc2c(=O)[nH]1,-3%,-8%,-1,?,2%,0%,-6%,16%,0%,-4%,6%
O=C(CCc1ccccc1)NNC(=O)COc1ccc(Cl)cc1,6%,-4%,-11,-4%,4%,1%,1%,1%,6%,-5%,3%
CCOC(=O)/C(=C/c1ccc(N2CCC(c3ccccc3)=N2)cc1)C(C)=O,?,18%,1,17%,4%,11%,-1%,?,?,?,4%
COc1cc(NC(=S)N2CCN(CCO)CC2)cc(OC)c1,-3%,-7%,-3,-4%,6%,-2%,-5%,-5%,28%,-1%,-2%
Cc1ccccc1NC(=O)c1oc(=O)c2ccccc2c1-c1ccccc1,-4%,-4%,2,-14%,1%[46.1 µM],-2%,-2%,-31%,5%,1%,11%
O=C(O)CCCNS(=O)(=O)c1ccc(F)cc1,-4%,19%,2,-10%,-1%,1%,-3%,0%,-10%,-8%,0%
CCc1nc(SCC(=O)Nc2ccc(OC)cc2[N+](=O)[O-])n[nH]1,0%,-6%,0,-19%,-4%,-1%,-4%,-11%,-4%,-5%,0%
O=c1c2oc3ccccc3c2ncn1Cc1ccccc1F,?,-11%,8,-18%,-7%,0%,0%,?,11%,-4%,1%
CC1(C)CCC(=O)N2CC[C@H]3C[C@H](OC(=O)Nc4ccc(Br)cc4)C[C@@H]1[C@H]32,?,2%,-5,24%,0%,-6%,2%,?,-7%,-2%,-3%
CN(C)CCN(C(=O)c1ccc2c(c1)OCCO2)c1nc2c(Cl)cccc2s1,8%,2%,23,3%,-4%,-1%,-14%,9%,-1%,-6%,1%
Cc1ccc2[nH]c(=O)c(CN(Cc3cccs3)Cc3nnnn3CC3CCCO3)cc2c1 (configuration not stated),0%,5%,-7,-16%,13%,-7%,1%,-21%,-2%,3%,3%
CCc1ccc(-c2nc(CSCC(=O)NC3CC3)c(C)o2)cc1,-5%,-6%,-12,-3%,0%,8%,-3%,-7%,5%,2%,14%
COc1ccc2oc(C(=O)Nc3ccc(S(=O)(=O)N(C)C4CCN(C)CC4)cc3)c(C)c2c1,?,5%,-11,-27%,0%,-4%,2%,11%,30%,-13%,-5%
COC(=O)CSc1nnc2n(-c3ccc(OC)cc3)c(=O)c3c4c(sc3n12)CCCCC4,2%,12%,-7,-2%,10%,-1%,-1%,-1%,-1%,-10%,5%
CCN(C[C@H]1N[C@@](C)(C(=O)OC)[C@H]2C(=O)N(C)C(=O)[C@@H]12)C(=O)COc1ccccc1,0%,-10%,5,1%,-12%,-2%,1%,-3%,2%,0%,nt
Oc1cccc(NC(=S)Nc2ccccc2)c1,?,-17%,-3,-9%,-87%,1%,4%,-3%,-6%,-5%,-19%
CC(NC(=O)C1(S(=O)(=O)c2ccc(Cl)cc2)CC1)c1ccccc1 (configuration not stated),-5%,-1%,4,-14%,8%[46.1 µM],2%,0%,1%,-1%,-1%,5%
O=C(CCc1c[nH]c2ccccc12)N1CCCCCCC1,3%,-7%,15,?,3%,1%,0%,17%,-14%,-9%,1%
Cc1ccc(NC(=O)COc2ccc(/C=N\NC(=O)c3cccnc3)cc2)cc1C,0%,12%,13,-31%,10%,-9%,-8%,6%,0%,25%,-1%
O=C(NCc1ccc2c(c1)OCO2)c1cc2n(n1)C(C(F)(F)F)CC(c1ccc3c(c1)OCO3)N2 (configuration not stated),-7%,-16%,4,1%,nt,-8%,-13%,?,8%,-4%,-1%
Cc1ccc(C(=O)COC(=O)c2ccc3c(c2)C(=O)N(c2cccc4ncccc24)C3=O)cc1C,0%,7%,38,0%[7.66 µM],-3%,-1%,7%,0%,1%,2%,-3%
Cn1c(=O)c2sccc2n(Cc2cccc(Br)c2)c1=O,9%,7%,-14,-3%,-2%,-2%,2%,1%,-11%,-6%,0%
CC(=O)Nc1ccc(NC(=O)C(C)OC(=O)CCSc2ccccc2Cl)cc1 (configuration not stated),0%,-4%,nt,-22%,nt,-9%,0%,3%,-7%,-2%,nt

# Arranged by SMILES length (descending): part of the list above
SMILES,Chronic BCR inh,Eya2 phos inh,TSHR antag,Integrin act MD,TCR act,S-ASM inh,Tb PFK inh,ELG1 repair inh,AT treatment,PTAP TSG101 blk,Mito fusion yeast
CN(C)CCN(C(=O)c1ccc2c(c1)OCCO2)c1nc2c(Cl)cccc2s1,8%,2%,23,3%,-4%,-1%,-14%,9%,-1%,-6%,1%
CCc1ccc(-c2nc(CSCC(=O)NC3CC3)c(C)o2)cc1,-5%,-6%,-12,-3%,0%,8%,-3%,-7%,5%,2%,14%
O=C(O)CCCNS(=O)(=O)c1ccc(F)cc1,-4%,19%,2,-10%,-1%,1%,-3%,0%,-10%,-8%,0%

# Returning to the listing, starting two compounds before the break.
SMILES,Chronic BCR inh,Eya2 phos inh,TSHR antag,Integrin act MD,TCR act,S-ASM inh,Tb PFK inh,ELG1 repair inh,AT treatment,PTAP TSG101 blk,Mito fusion yeast
Cn1c(=O)c2sccc2n(Cc2cccc(Br)c2)c1=O,9%,7%,-14,-3%,-2%,-2%,2%,1%,-11%,-6%,0%
CC(=O)Nc1ccc(NC(=O)C(C)OC(=O)CCSc2ccccc2Cl)cc1 (configuration not stated),0%,-4%,nt,-22%,nt,-9%,0%,3%,-7%,-2%,nt
Cc1cccc(Nc2ncc3c(n2)CC(c2ccco2)CC3=O)c1 (configuration not stated),-1%,11%,-10,0%,2%,-2%,-2%,-11%,-3%,-1%,13%
Cc1nn(CC(=O)OCC(=O)NCCc2ccc(F)cc2)c(C)c1[N+](=O)[O-],2%,-4%,nt,9%,8%,-7%,-5%,21%,8%,1%,nt
O=[N+]([O-])c1ccc(N2CCN(c3ccc(O)cc3)CC2)c(Cl)c1,3%,-3%,-14,-12%,1%[46.1 µM],-7%,3%,23µM*,7%,-5%,?
COc1ccc2[nH]c(-c3ccc(C)cc3)cc(=O)c2c1,?,4%,-8,-12%,-1%,-1%,0%,?,0%,-1%,-5%
CCCOc1cccc(C(=O)N/N=C/c2coc3ccccc3c2=O)c1,?,-2%,19,30%,8%,-2%,-9%,-31%,3%,-4%,-1%
Cc1cccc(NC(=O)CSc2ncnc3nc[nH]c23)c1C,?,-3%,1,28%,2%,3%,1%,8%,5%,-3%,-1%
O=C(NCc1ccccc1C(F)(F)F)C1CC(c2cccc(F)c2)=NO1 (configuration not stated),?,-1%,3,7%,4%,0%,-4%,4%,0%,-21%,-6%
COc1ccc2cc1Oc1ccc(cc1)C[C@H]1c3cc(c(OC)cc3CCN1C)Oc1c(O)c(OC)cc3c1[C@H](C2)N(C)CC3,?,0%,-4,-40%,2%,2%,-3%,17%,-23%,2%,20%
Cc1ccc(C)c(N(CC(=O)NCCSCc2ccco2)S(C)(=O)=O)c1,1%,15%,-2,-31%,4%,-3%,-4%,?,nt,-2%,-2%
Cc1ccc(S(=O)(=O)NCc2cccnc2)c(C)c1,-4%,9%,-9,30%,-1%,-1%,0%,-23%,0%,-4%,2%
